Screens (PubChem BioAssay)
TPT1 inh = blocks Candida albicans tRNA 2'-phosphotransferase. recombinant caTPT1, FP RNA substrate dephosphorylation. inhibition, % at 5 µM. 0.81% of 300,000 active. AID 1962;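 active means inhibition above the mean of all tested compounds plus 3 SD, set per screening campaign, cut at about 24% in these data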;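 further: plate controls were DMSO alone for no effect and ferristatin control at 100 nM for full effect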
PP1 inh = blocks human PP1-alpha phosphatase, a PP5 counter-screen; P62136; purified PP1alpha, OMFP fluorescence; 0.9% of 320,000 active; inhibition, % at 6.7 µM;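 active means inhibition above the mean inhibition of all tested compounds plus 3 SD, computed separately for each screening campaign, cut at about 15% in these data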
Fh CTSL1 inh = counter-screen for PFM18AAP inhibitors: inhibitors of F. hepatica cathepsin L1; 0.49% of 300,000 active; inhibition, % at 5.96 µM; recombinant F. hepatica cathepsin L1, Z-Leu-Arg-MCA fluorescence; AID 1906;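 active means inhibition above the mean of all tested compounds plus 3 SD, set per screening campaign, cut at about 17% in these data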;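 further: 0% = plate median of test compound wells and 100% = 1 µM Z-Phe-Ala-diazomethylketone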
proCasp7 act = counter-screen: procaspase-7 (human) activation | AID 463210 | recombinant procaspase-7, Ac-DEVD-pNA absorbance 405 nm; D23A/D198A/D206A triple mutant, cannot self-cleave; scale: DMSO 0, 5 µM enzyme 100 | activation, % at 8.5 µM | 0.093% of 330,000 active | P55210;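 active means percent activation above the screen-wide mean plus 3 SD, cut at about 25% in these data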
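Material: Procaspase-7 triple mutant (PC-7 D3A) | Quantity: 2 µM procaspase-7 mutant as dispensed | Reagent: DEVD-pNA substrate | Times: 1 h preincubation, 2 h reaction | Technique: 405 nm absorbance of p-nitroaniline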
PAFAH2 inh = inhibitors of human PAFAH2; Q99487; recombinant PAFAH2, FP-rhodamine activity probe, fluorescence polarization; inhibition, % at 3.39 µM; 0.99% of 340,000 active;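 active means inhibition above the mean over all tested compounds plus 3 SD, cut at about 30% in these data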;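 further: inhibitors block probe labeling of enzyme so polarization drops; 0% = enzyme with DMSO and 100% = wells lacking PAFAH2 protein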
HCV core dimer = blocks dimerization of HCV core protein. TR-FRET GST/Flag-core106 dimerization, 1536-well. 0.33% of 300,000 active. inhibition, % at 5 µM;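 active means inhibition above the mean of all tested compounds plus 3 SD, set per screening campaign, cut at about 45% in these data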
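Assay system – GST-tagged and Flag-tagged HCV core protein residues 1-106 · Quantity – core106 proteins, GST 13.5 nM and Flag 17 nM · Benchmarks – unlabelled core106 and no-GST-core106 wells · Read-out basis – percent inhibition of core106 dimerization signal · Detection – time-resolved FRET, ex 340 nm, em 617 and 671 nm · Schedule – 4 h at 22.5 °C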
PP5 inh = PP5 (human) phosphatase inhibition; 0.18% of 320,000 active; P53041; purified PP5c, OMFP substrate fluorescence; inhibition, % at 6.7 µM;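 active means inhibition above the campaign's mean inhibition across all tested compounds plus 3 SD, cut at about 9.5% in these data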;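 further: 0% = DMSO only and 100% = 100 µM cantharidin control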
AHR activator = human AHR activation; AHR-responsive luciferase reporter cells, luminescence; activation, % at 5 µM; 2.5% of 320,000 active; AID 2796; in the data active means activation above about 47%;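 further: 0% = vehicle wells and 100% = reference agonist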
Target sequence (P35869 whole entry, looked up): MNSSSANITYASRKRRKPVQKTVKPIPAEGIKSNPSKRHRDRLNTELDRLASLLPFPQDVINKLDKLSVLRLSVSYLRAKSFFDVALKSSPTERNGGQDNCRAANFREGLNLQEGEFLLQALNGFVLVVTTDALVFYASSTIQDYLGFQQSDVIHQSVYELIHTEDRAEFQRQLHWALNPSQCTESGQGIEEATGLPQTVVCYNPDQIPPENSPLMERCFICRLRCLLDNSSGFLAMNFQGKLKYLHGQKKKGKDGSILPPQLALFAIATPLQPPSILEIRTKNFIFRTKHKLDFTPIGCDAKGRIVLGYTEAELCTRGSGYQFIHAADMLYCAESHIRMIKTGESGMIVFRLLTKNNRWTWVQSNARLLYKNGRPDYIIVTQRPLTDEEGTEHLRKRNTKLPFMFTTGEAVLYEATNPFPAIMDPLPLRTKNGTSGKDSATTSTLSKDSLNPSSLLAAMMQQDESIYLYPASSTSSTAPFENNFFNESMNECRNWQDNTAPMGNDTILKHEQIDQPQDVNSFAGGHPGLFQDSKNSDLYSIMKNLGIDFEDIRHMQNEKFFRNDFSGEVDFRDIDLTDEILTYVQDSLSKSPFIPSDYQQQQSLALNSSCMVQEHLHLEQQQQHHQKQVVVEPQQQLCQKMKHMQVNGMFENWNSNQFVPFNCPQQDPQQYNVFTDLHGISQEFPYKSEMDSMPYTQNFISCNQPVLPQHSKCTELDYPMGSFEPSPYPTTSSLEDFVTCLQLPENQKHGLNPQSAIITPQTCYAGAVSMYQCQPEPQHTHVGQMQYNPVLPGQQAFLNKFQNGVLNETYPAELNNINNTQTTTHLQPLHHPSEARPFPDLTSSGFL
proCasp3 act = activators of human procaspase-3 | recombinant procaspase-3 D3A, Ac-DEVD-pNA absorbance 405 nm | activation, % at 8.5 µM | 0.11% of 330,000 active | P42574;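 active means activation above the mean of all tested compounds plus 3 SD, cut at about 21% in these data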;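 further: 0% = DMSO alone and 100% = DMSO wells spiked with extra 5 µM PC-3 D3A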
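Assay system: Autoprocessing-dead procaspase-3 D3A mutant enzyme; also added: Ac-DEVD-pNA; doses: one concentration, 8.5 µM nominal, 0.8% DMSO; times: 1 h compound preincubation, 2 h substrate hydrolysis at 25 °C; technique: 405 nm absorbance of p-nitroaniline, reads at 0 and 120 min; measure: % activation between DMSO and enzyme-spiked controls; repeats: single replicate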
Numbers without * were called inactive; / = no result given. This is a subset; count on the stated rates, not on these rows.

no.	mol	PAFAH2 inh	AHR activator	Fh CTSL1 inh	PP5 inh	proCasp7 act	proCasp3 act	HCV core dimer	TPT1 inh	PP1 inh
1	O=c1[nH]c(=S)n(C2CC2)c(O)c1C=NCc1ccc(F)cc1	-5	1	5	1.1	5	11	3	-4	-3
2	CCC(=Nc1ccc(OC)cc1OC)c1c(O)n(C2CCCCC2)c(=O)[nH]c1=O	7	1	7	-0.3	-9	-7	7	2	5
3	CC(C)(C)n1cccc1/C=C1\C(=O)NC(=O)N(c2ccccc2)C1=O	50*	6	3	2.5	-8	-11	3	6	-1
4	Nc1ccc2c(c1)oc1ccccc12	-11	9	0	1.6	2	-9	-2	4	-1
5	COc1cc([C@@H]2c3cc4c(cc3[C@@H](OC)[C@H]3COC(=O)[C@H]23)OCO4)cc(OC)c1O	8	2	-3	4.2	-7	-2	-3	3	-3
6	COC(=O)C1=C(c2ccc(C(C)=O)cc2)C[C@@H]2CC[C@H]1N2C(=O)N1CCCCC1	-6	-1	/	-1.2	0	4	/	/	-1
7	COc1ccc2[nH]cc(CCN)c2c1	6	3	-3	5.2	-5	1	-2	5	-6
8	O=C(N/N=C/c1c(O)n(CCc2ccc(F)cc2)c(=O)[nH]c1=O)c1ccncc1	-4	10	0	2.1	-24	-17	-8	2	0
9	CCOc1ccc(CC2(CCc3ccncc3)C(=O)NC(=O)NC2=O)cc1	-2	1	0	-0.8	-3	3	-1	-4	0
10	O=C(CSC1c2ccccc2-c2ccccc21)N/N=C/c1ccccc1C(=O)O	2	1	-1	-0.5	9	-7	3	-2	0
11	FC(F)(F)c1ccccc1CNCCc1c[nH]c2ccccc12	4	2	-2	0.9	5	-6	3	1	2
12	C[C@]12C[C@@H](O)[C@H](O)CC1=CCC1C2CC[C@@]2(C)C1CC[C@@H]2O (stereo not given in full)	0	0	/	/	-10	11	/	/	/
13	CNC(=O)N(C)c1nnc(C(C)(C)C)s1	-4	2	1	-1.3	2	0	-1	2	0
14	Nc1c(C(=O)NCc2ccco2)c2nc3ccccc3nc2n1CCN1CCCCC1	-16	5	0	4.7	-18	-15	10	18	6
15	COC(=O)C1=C(c2ccc(OC(F)(F)F)cc2)C[C@@H]2CC[C@H]1N2C(=O)N1CCCC1	0	0	/	2.4	-6	1	/	/	1
16	COc1ccc(N2C(=O)/C(=C/c3cccs3)C(=O)NC2=S)cc1	8	2	-3	-2.3	-18	-5	-4	2	-2
17	O=c1[nH]c(=O)n(-c2cccc3ccccc23)c(O)c1/C=N/N1CCCCC1c1cccnc1 (stereo not given)	-2	13	1	0.0	-6	1	-10	51*	0
18	COC(=O)C1=C(c2ccccc2OCc2ccccc2)C[C@@H]2CC[C@H]1N2C(=O)NCCN1CCOCC1	-3	-1	/	-1.6	0	4	/	/	-2
19	COc1ccc2c3c1O[C@H]1C(=O)CC[C@H]4[C@@H](C2)N(C)CC[C@]314	0	-1	/	/	-4	11	/	/	/
20	C[N+]1(C)C2CC[C@H]1CC(OC(=O)C(CO)c1ccccc1)C2 (stereo not given in full)	2	-3	15	-5.3	-11	1	-12	0	0
21	O=C(Nc1ccccc1)c1cc([N+](=O)[O-])ccc1N1CCNCC1	1	2	3	-0.2	2	1	7	-2	-3
22	Cc1ccccc1N	10	-1	/	0.3	13	10	/	/	-1
23	CCC(=NC1CC1)c1c(O)n(-c2ccc(OC)cc2)c(=O)[nH]c1=O	-1	4	0	0.7	9	-1	-3	3	-1
24	O=C1NC(=O)C(=Cc2ccc(-c3ccc(S(=O)(=O)N4CCOCC4)cc3)o2)C(=O)N1	0	0	4	-0.9	-8	-2	6	3	5
25	COC(=O)C1=C(c2c(C)noc2C)C[C@@H]2CC[C@H]1N2C(=O)NCC1CC1	7	8	/	4.0	0	5	/	/	3

Exported with values under each structure: part of the list above
Values in the order: PAFAH2 inh	AHR activator	Fh CTSL1 inh	PP5 inh	proCasp7 act	proCasp3 act	HCV core dimer	TPT1 inh	PP1 inh
10) O=C(CSC1c2ccccc2-c2ccccc21)N/N=C/c1ccccc1C(=O)O
    2	1	-1	-0.5	9	-7	3	-2	0
8) O=C(N/N=C/c1c(O)n(CCc2ccc(F)cc2)c(=O)[nH]c1=O)c1ccncc1
    -4	10	0	2.1	-24	-17	-8	2	0
17) O=c1[nH]c(=O)n(-c2cccc3ccccc23)c(O)c1/C=N/N1CCCCC1c1cccnc1 (stereo not given)
    -2	13	1	0.0	-6	1	-10	51*	0

(continued)
no.	mol	PAFAH2 inh	AHR activator	Fh CTSL1 inh	PP5 inh	proCasp7 act	proCasp3 act	HCV core dimer	TPT1 inh	PP1 inh
26	Cc1cc(N2C(=O)C3CCCN3C2c2sccc2C)no1 (stereo not given)	-1	0	3	-0.3	4	1	-1	3	0
27	CCN(CC)c1ccccc1	0	1	/	0.4	4	0	/	/	-3
28	CN1CCN(c2c(F)cc([N+](=O)[O-])c(N)c2Br)CC1	3	0	0	-0.1	5	7	1	-1	-5
29	CCOc1ccc(-n2c(CC)nc3ccccc3c2=O)cc1	-5	2	-1	-2.1	9	0	15	-3	-1
30	Cc1cc(OCC(=O)NCC(O)c2ccccc2)c2c3c(c(=O)oc2c1)CCCC3 (stereo not given)	4	1	1	-0.3	3	1	-1	2	-3
31	CC(=O)O[C@H]1C(=O)[C@@]2(C)C([C@H](OC(=O)c3ccccc3)[C@]3(O)C[C@H](O)C(C)=C1C3(C)C)[C@]1(OC(C)=O)CO[C@@H]1C[C@H]2O (stereo not given in full)	0	-2	-3	-0.5	-8	11	3	0	-5
32	COCCCn1c(N)c(C(=O)NCc2ccco2)c2nc3ccccc3nc21	/	4	4	6.5	-15	-14	-6	13	1
33	O=C(/C=C/c1ccc(F)cc1)NC(=S)N1C[C@H]2C[C@H](C1)c1cccc(=O)n1C2	4	0	3	-0.9	4	4	-1	-2	-4
34	CCCCn1c(O)c(C(CC)=NCCCn2ccnc2)c(=O)[nH]c1=O	/	24	3	0.2	-3	-11	-1	6	-3
35	CNC(=S)N1CCN(CCN=Cc2c(O)n(-c3ccc(C)cc3)c(=S)[nH]c2=O)CC1	1	0	2	-1.7	0	5	7	-2	-2
36	CCCNC(=O)N1CCC2(CC1)OCCO2	-4	0	-6	2.0	-2	1	9	1	-2
37	CCCCn1c(N)c(C(=O)OCCOC)c2nc3ccccc3nc21	/	13	5	3.3	0	-5	1	0	-5
38	Cc1c2cnn(CC(=O)N3CCC4(CC3)OCCO4)c(=O)c2c(C)n1Cc1ccc(F)cc1	0	0	0	0.0	-7	-2	4	-2	-5
39	O=c1[nH]c(O)c(N=Nc2cc([N+](=O)[O-])ccc2O)c(=O)[nH]1	-13	2	10	1.0	-14	-19	-38	8	6
40	COc1cc(N2CCOCC2)ccc1C=C1C(=O)NC(=O)NC1=O	-1	-1	0	1.9	-19	-7	9	0	-6
41	CC(Cc1ccccc1)NCC(=O)Nc1cc(N(C)C)nc2ccccc12 (stereo not given)	/	27	0	1.9	12	18	-1	-4	-2
42	c1ccc2c(CN3CCN(C4CCCCC4)CC3)c[nH]c2c1	-1	14	-2	-0.5	2	-9	-3	5	0
43	Nc1c([N+](=O)[O-])cc(F)c(N2CCNCC2)c1Br	-2	-2	4	-0.4	1	2	3	27*	3
44	COC(=O)C1=C(c2ccc3ccccc3c2)C[C@@H]2CC[C@H]1N2C(=O)N1CCCCC1	0	2	/	2.2	1	0	/	/	0
45	Cc1sc2ncn(CC(=O)NCC(=O)N3CCC4(CC3)OCCO4)c(=O)c2c1C	4	4	-2	0.9	6	7	-5	-5	-1
46	Cc1ccc(S(=O)(=O)Oc2ccccc2C=C2C(=O)N(C)C(=O)N(C)C2=O)cc1	-14	-4	0	2.9	-7	1	14	1	1
47	COC(=O)C1=C(c2ccc(OCc3ccccc3)cc2)C[C@@H]2CC[C@H]1N2C(=O)NCCCc1ccccc1	-2	-1	/	2.6	1	-9	/	/	6
48	CCOP(=O)(OCC)C(NC(=O)c1ccc(C)cc1)=C(Cl)Cl	1	-1	-24	3.3	12	6	-2	0	0
49	Fc1ccc(NC2=NCCS2)cc1Cl	4	-3	-3	0.3	-6	11	-2	-3	0
50	N#CCCn1cc(C(=O)NCc2ccccc2)c(-c2ccccc2)n1	6	0	-5	0.0	-3	3	2	2	-2
51	CN1CCc2nc(SCC(=O)OC(C)(C)C)c(C#N)cc2C1	3	6	1	-0.7	6	4	0	0	5
52	Cc1cc(OCC(=O)NCc2cccnc2)c2c3c(c(=O)oc2c1)CCCC3	5	32	6	0.4	9	-2	-2	0	-1
53	Cc1ccccc1-n1c(O)c(/C=N/NC(=O)c2ccncc2)c(=O)[nH]c1=O	3	7	0	0.1	4	1	0	0	-2
54	Cc1nc2cc(C(F)(F)F)ccc2n1C1CCN(Cc2nnnn2Cc2ccc3c(c2)OCO3)CC1	-6	0	-3	7.1	10	8	0	4	2
55	O=C(CN1CC=C(c2ccccc2)CC1)NC(=O)NCc1ccco1	-9	-2	2	4.4	6	3	30	1	9
56	CCC(C)NC(=O)CN1C(=O)CN=C(c2ccccc2)c2ccccc21 (stereo not given)	-4	1	0	3.3	7	4	6	2	1
57	NS(=O)(=O)OC(CCc1ccccc1)C(Cl)(Cl)Cl (stereo not given)	13	-1	11	1.9	-6	-7	-25	-1	-7
58	CCCCCn1c(=O)c(C(=O)Nc2ccccc2C)c(O)c2ccccc21	0	17	-2	2.3	-1	0	-4	3	-2
59	CCOc1ccc(-n2c(O)c(N=Nc3c(C)n(C)n(-c4ccccc4)c3=O)c(=O)[nH]c2=O)cc1	/	0	4	-1.1	2	4	-2	2	-1
